TSG101-PTAP inh – qHTS Assay for Iinhibitors of HIV-1 Budding by Blocking the Interaction of PTAP/TSG101 | Tumor susceptibility gene 101 protein (Homo sapiens), Q99816 | Fluorescence polarization, FITC-PTAP peptide / Tsg101 binding | Potency, µM (doses to about 115 µM), for inactives: top-dose activity change, negative = inhibition, most hits filed as inhibitors | 340,000 tested, under 10 active; active = well fitted inhibition curve with a large enough effect in the main read-out, with a control signal flat, not every such curve was filed as active; inconclusive = small, poorly fitted or top-dose-only effect, or effect the other way, or a change in a side signal; inactive = no such curve, though single readings can be large or run the other way; note: potency is the fitted concentration of half-maximal effect; % of control where 0% means no effect
Target sequence (Q99816 whole entry, looked up): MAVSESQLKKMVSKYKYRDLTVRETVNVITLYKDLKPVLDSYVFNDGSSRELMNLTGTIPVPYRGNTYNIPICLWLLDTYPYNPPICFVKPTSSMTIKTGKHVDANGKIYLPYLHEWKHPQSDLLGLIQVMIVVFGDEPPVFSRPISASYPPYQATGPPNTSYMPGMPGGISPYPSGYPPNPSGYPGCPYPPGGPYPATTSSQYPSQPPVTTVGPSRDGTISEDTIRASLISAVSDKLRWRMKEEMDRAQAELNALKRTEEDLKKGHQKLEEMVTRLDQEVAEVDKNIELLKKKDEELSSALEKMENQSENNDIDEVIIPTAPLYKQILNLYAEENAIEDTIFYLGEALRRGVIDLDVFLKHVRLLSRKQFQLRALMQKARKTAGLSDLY
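Steps: Tsg101 binding domain dispensed (10 uM final), compounds pinned in DMSO, FITC-labeled PTAP-motif peptide added (50 nM final); after 20 min binding at room temperature, polarization measured.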
Tb PFK inh – qHTS Assay to Find Inhibitors of T. brucei phosphofructokinase; hit rate 0.17% among 330,000; T. brucei PFK, ADP-Glo luminescence; AID 485367, 2010; ATP-dependent 6-phosphofructokinase (Trypanosoma brucei brucei), O15648; Potency, µM (series often up to 57.5 µM), inactives show top-dose activity, negative = inhibition, usual class: inhibitors;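 note: potency is the fitted concentration of half-maximal effect; 0% = uninhibited 1x PFK enzyme wells and -100% = no-enzyme wells; nearly all actives have a fitted effect of over 60% in size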
Target sequence (O15648 whole entry, looked up): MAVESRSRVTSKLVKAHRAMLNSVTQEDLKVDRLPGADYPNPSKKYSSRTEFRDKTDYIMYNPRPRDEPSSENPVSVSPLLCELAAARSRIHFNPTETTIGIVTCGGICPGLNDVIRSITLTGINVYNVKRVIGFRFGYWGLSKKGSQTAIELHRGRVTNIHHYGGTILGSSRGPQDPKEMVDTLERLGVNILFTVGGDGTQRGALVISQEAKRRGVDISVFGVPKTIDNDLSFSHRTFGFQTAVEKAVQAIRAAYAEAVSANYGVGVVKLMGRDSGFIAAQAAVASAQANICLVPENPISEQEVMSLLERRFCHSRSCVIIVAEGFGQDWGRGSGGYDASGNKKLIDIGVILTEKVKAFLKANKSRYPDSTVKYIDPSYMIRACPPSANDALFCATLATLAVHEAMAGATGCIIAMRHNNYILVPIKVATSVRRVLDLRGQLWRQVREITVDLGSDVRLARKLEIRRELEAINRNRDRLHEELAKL
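Activity is normalized to no-enzyme wells (full inhibition) and 1.25 nM enzyme wells (no inhibition). Reaction: 0.5 mM F6P, 0.1 mM ATP, 45 min RT, ADP-Glo luminescence; concentration-response curves fitted and classed by quality.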
BCR signal inh – qHTS Assay to Find Inhibitors of Chronic Active B-Cell Receptor Signaling; ABC-DLBCL IkBa-CBG/CBR reporter, luminescence ratio, 4 h; Potency, µM (highest dose often 46.1 µM), for inactives: at the highest dose ratio change, negative = lower green/red ratio, actives largely listed as inhibitors; hit rate 0.05% among 340,000; AID 493014, 2011; active = well fitted inhibition curve with a large enough effect in the signal ratio, with a control signal flat, not every such curve was filed as active; inconclusive = small, poorly fitted or top-dose-only effect, or effect the other way, or a change in a side signal; the % refers to the signal ratio;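 note: potency is the fitted concentration of half-maximal effect; plate controls were basal doxycycline-induced cells for no effect and cells given 10 µM MG132 for full effect; MG132 reads +100%, hits lower the ratio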
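TMD8 ABC-DLBCL cells carrying doxycycline-inducible green luciferase fused to IkappaBalpha plus unfused red luciferase were exposed to compounds (up to 46 uM) for 4 hrs at 37C. Activity came from the overlap-corrected green/red luminescence ratio.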
A-T KAP1 phos – qHTS Assay for Identifying a Potential Treatment of Ataxia-Telangiectasia. […] A-T fibroblasts, KAP-1 phosphorylation AlphaLISA; neocarzinostatin DNA damage 30 min before lysis. Potency, µM (titrated, usually from 57.5 µM), for the others: top-dose activation, actives largely listed as activators. hit rate 0.19% among 320,000; note: potency is the fitted concentration of half-maximal effect; % of control where 0% means no effect; nearly all actives have a fitted effect of over 45% in size
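ATM-like activity read as KAP-1 phosphorylation via AlphaLISA donor/acceptor antibody pairs after lysis and 6 hr at 25C. Cells were ATM-null patient fibroblasts ([…], hTERT), dosed 60 min, then exposed to the DSB inducer NCS for 30 min.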
ELG1 DNA repair – qHTS screen for small molecules that inhibit ELG1-dependent DNA repair in human embryonic kidney (HEK293T) cells expressing luciferase-tagged ELG1. HEK293T ELG1-luciferase reporter, luminescence, 16 h; DNA damage induced by 5-fluorouridine. AID 504467, 2011. Potency, µM (series often up to 46.1 µM), for inactives: at the highest dose activity change, negative = inhibition, usual class: inhibitors. hit rate 2.3% among 330,000; note: potency is the fitted concentration of half-maximal effect; % is set by controls: 0 for no effect and ±100 for the full control effect; nearly all actives have a fitted effect of over 55% in size
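Step one: seed 2,000 cells per well. Step two: pin-transfer compound or DMSO alongside 5-fluorouridine. Step three: incubate 16 hr, 37 °C, 5% CO2. Step four: add ONE-Glo, wait 30 min, read luminescence.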
Mito fusion act – qHTS Assay for Small Molecule Inhibitors of Mitochondrial Division or Activators of Mitochondrial Fusion; hit rate 0.23% among 320,000; Potency, µM (series often up to 46.1 µM), for inactives: at the highest dose growth rescue (activation), actives largely listed as activators; S. cerevisiae fusion-defective mutant growth rescue, CellTiterGlo 48 h;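 note: potency is the fitted concentration of half-maximal effect; % of control where 0% means no effect; nearly all actives have a fitted effect of over 45% in size; temperature-sensitive fusion mutants such as fzo1-1 at 37 °C on non-fermentable ethanol glycerol medium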
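Compounds are tested for their ability to restore growth of mitochondrial fusion-defective yeast strains at non-permissive 37C in YPEG medium over 48 hours. Viability is quantified by luciferase luminescence.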
TCR activator – Activators of T cell receptors: qHTS campaign; primary human leukocytes, anti-CD3, IL-2 HTRF, 48 h; Potency, µM (highest dose often 9.22 µM), inactives show at the highest dose activation of IL-2 secretion, most hits filed as activators; 330,000 tested, under 10 active; AID 504894, 2011; note: % of control where 0% means no effect
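Using a-CD3 beads without co-stimulation, primary human leukocytes were exposed to compounds for 48 hr. An HTRF IL-2 kit measured the cytokine, with europium-to-d2 energy transfer producing emission at 665nm upon 320nm excitation.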
ASM inhibitor – Inhibitors of Secretory Acid Sphingomyelinase (S-ASM): qHTS. placental ASM, HMU-PC fluorogenic substrate, 60 min. Sphingomyelin phosphodiesterase (Homo sapiens), P17405. Potency, µM (titrated, usually from 57.5 µM), without a hit: top-dose activity change, negative = inhibition, most hits filed as inhibitors. hit rate 0.006% among 340,000; note: potency is the fitted concentration of half-maximal effect
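Human placenta-derived ASM enzyme was preincubated with compound for 10 minutes at room temperature, then given fluorogenic substrate HMU-PC0 (9 uM final) for 60 minutes at 37 °C; a pH 10 stop preceded fluorescence reading at Ex 386/Em 447 nm.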
TSHR antag – Antagonists of the Thyroid Stimulating Hormone Receptor: HTS campaign; TSHR-expressing cells, TSH-stimulated cAMP HTRF, 2 h; hits give low values; activity change, negative = inhibition, % at 11.5 µM; AID 504810, 2011; Thyrotropin receptor (Homo sapiens), P16473; hit rate 0.2% among 330,000;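 active = activity change below a set negative limit, meaning inhibition stronger than a set level, cut at about -70% in these data; inconclusive = activity change between two set negative limits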; note: % is set by controls: 0 for no effect and ±100 for the full control effect
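Read-out is FRET at 665 nm (cryptate excitation 337 nm) from a cryptate-tagged anti-cAMP antibody, competed by cell cAMP against cAMP-d2. Compounds are tested on freshly harvested TSHR cells challenged with 4nM TSH (EC80) for 2 hours at 37 deg C.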
Integrin act MD – qHTS for Activators of Integrin-Mediated Alleviation for Muscular Dystrophy. alpha7betagal myoblasts, beta-gal FDG fluorescence, 48 h. Potency, µM (titrated, usually from 38.3 µM), for the others: top-dose activation, hits mostly activators. hit rate 0.064% among 350,000. AID 624291, 2012;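 note: potency is the fitted concentration of half-maximal effect; 100% = response of the positive control SU9516; nearly all actives have a fitted effect of over 60% in size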
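alpha7betagal+/- myoblasts (passage 13, 250/well) treated 48 h at 37C with compounds at 1:260 dilution of DMSO stock. Lysed, then beta-galactosidase activity read as FDG fluorescence (ex 480/em 540) after 30 min, with pre-read for autofluorescence.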
Eya2 phos inh – qHTS Assay for Inhibitors of the Phosphatase Activity of Eya2. AID 488837, 2010. recombinant Eya2, OMFP fluorescence dephosphorylation (OMFP is methylfluorescein phosphate). Potency, µM (series often up to 76.9 µM), for the others: top-dose activity, negative = inhibition, usual class: inhibitors. hit rate 0.006% among 330,000. Protein phosphatase EYA2 (Homo sapiens), O00167; note: potency is the fitted concentration of half-maximal effect; % is set by controls: 0 for no effect and ±100 for the full control effect
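Eya2 (0.2 uM) preincubated 10 min at ambient with compound, then OMFP substrate added at 50 uM; 10 min reaction in 50 mM HEPES pH 7.5, 50 mM NaCl, 5 uM MgCl2, 0.05% BSA, 1 mM DTT. Fluorescence read at Ex 485/Em 525 nm.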
An asterisk follows results filed as active; i = inactive; ? = inconclusive; / = no result given; [ ] = dose if it differs, or a comment. Unless noted, calls come from the whole dose curve; as a rule, active = well fitted curve in the direction sought with a large enough effect; inconclusive = small, poorly fitted or top-dose-only effect, or another doubt; inactive = no such curve, though single readings can be large; an effect the other way counts as inactive or inconclusive.

Letter code: A = TSG101-PTAP inh; B = Tb PFK inh; C = BCR signal inh; D = A-T KAP1 phos; E = ELG1 DNA repair; F = Mito fusion act; G = TCR activator; H = ASM inhibitor; I = TSHR antag; J = Integrin act MD; K = Eya2 phos inh
> O=C(Nc1ccc(C(=O)N2CCCCC2)cc1)c1ccc([N+](=O)[O-])cc1
  A: 0% | B: -4% | C: 0% | D: 7% | E: ? | F: -1% | G: -3% | H: -3% | I: -3 | J: 8% | K: 0%

> CCCc1c(C)c2c(C)[nH]nc2oc1=O
  A: -5% | B: 1% | C: 2% | D: -2% | E: 15% | F: 3% | G: 8% | H: 2% | I: 22 | J: 35% | K: -23%

> Cc1csc(NC(=O)c2nc3nc(C)cc(C)n3n2)n1
  A: 0% | B: -4% | C: 8% | D: -4% | E: ? | F: 2% | G: 4% | H: 0% | I: 3 | J: 21% | K: 0%

> CCCOc1ccc(N/C=C/C(=O)c2ccc(OC)c(OC)c2)cc1
  A: 4% | B: -1% | C: -3% | D: -7% | E: -16% | F: -6% | G: -5% | H: 18% | I: 5 | J: -24% | K: -8%

> CCNS(=O)(=O)c1cccc(C(=O)c2c(C)cc3ccccn23)c1
  A: -7% | B: -1% | C: -13% | D: 8% | E: ? | F: 14% | G: 2%[46.1 µM] | H: -11% | I: 2 | J: 0% | K: 0%

> O=C1CN(C(=O)COc2ccc(Cl)c(Cl)c2)c2ccccc2N1
  A: 0% | B: -12% | C: ? | D: -4% | E: ? | F: -4% | G: -16% | H: -1% | I: -6 | J: 6% | K: 9%

> O=c1c2c3nc4ccccc4nc3n(CC3CCCO3)c2ncn1CCc1ccccc1 (stereo not drawn)
  A: 0% | B: 3% | C: ? | D: 2% | E: ? | F: 9% | G: 3% | H: 120%[activator] | I: -5 | J: -7% | K: -22%

> CC(C)NC(=O)c1[nH]nc2c1CCc1ccccc1-2
  A: -5% | B: -2% | C: ? | D: -9% | E: ? | F: 6% | G: 3% | H: 2% | I: -5 | J: ? | K: -29%

> CC(=O)Nc1ccc(OC(=O)c2ccco2)cc1
  A: -8% | B: 4% | C: -6% | D: 10% | E: ? | F: -2% | G: 0%[46.1 µM] | H: 8% | I: 6 | J: 20% | K: -12%

> O=C(NC1(C(F)(F)F)NC(=O)N(Cc2ccccc2)C1=O)c1cccnc1 (stereo not drawn)
  A: 4% | B: 1% | C: 1% | D: / | E: 0% | F: -4% | G: 1% | H: 0% | I: -4 | J: 15% | K: 17%

A different layout for some results above.
CCCc1c(C)c2c(C)[nH]nc2oc1=O
  TSG101-PTAP inh: -5%
  Tb PFK inh: 1%
  BCR signal inh: 2%
  A-T KAP1 phos: -2%
  ELG1 DNA repair: 15%
  Mito fusion act: 3%
  TCR activator: 8%
  ASM inhibitor: 2%
  TSHR antag: 22
  Integrin act MD: 35%
  Eya2 phos inh: -23%

Cc1csc(NC(=O)c2nc3nc(C)cc(C)n3n2)n1
  TSG101-PTAP inh: 0%
  Tb PFK inh: -4%
  BCR signal inh: 8%
  A-T KAP1 phos: -4%
  ELG1 DNA repair: ?
  Mito fusion act: 2%
  TCR activator: 4%
  ASM inhibitor: 0%
  TSHR antag: 3
  Integrin act MD: 21%
  Eya2 phos inh: 0%

CCCOc1ccc(N/C=C/C(=O)c2ccc(OC)c(OC)c2)cc1
  TSG101-PTAP inh: 4%
  Tb PFK inh: -1%
  BCR signal inh: -3%
  A-T KAP1 phos: -7%
  ELG1 DNA repair: -16%
  Mito fusion act: -6%
  TCR activator: -5%
  ASM inhibitor: 18%
  TSHR antag: 5
  Integrin act MD: -24%
  Eya2 phos inh: -8%

CCNS(=O)(=O)c1cccc(C(=O)c2c(C)cc3ccccn23)c1
  TSG101-PTAP inh: -7%
  Tb PFK inh: -1%
  BCR signal inh: -13%
  A-T KAP1 phos: 8%
  ELG1 DNA repair: ?
  Mito fusion act: 14%
  TCR activator: 2%[46.1 µM]
  ASM inhibitor: -11%
  TSHR antag: 2
  Integrin act MD: 0%
  Eya2 phos inh: 0%

The list goes on:
Letter code: A = TSG101-PTAP inh; B = Tb PFK inh; C = BCR signal inh; D = A-T KAP1 phos; E = ELG1 DNA repair; F = Mito fusion act; G = TCR activator; H = ASM inhibitor; I = TSHR antag; J = Integrin act MD; K = Eya2 phos inh
> Cc1oncc1-c1csc(-c2ccccc2Cl)n1
  A: 0% | B: 1% | C: -10% | D: 12% | E: ? | F: 0% | G: -2% | H: -19% | I: -8 | J: 24% | K: -17%

> COc1ccc(C(=O)NC(CC(=O)O)c2cc([N+](=O)[O-])ccc2Cl)cc1 (stereo not drawn)
  A: -5% | B: 6% | C: 1% | D: 10% | E: 5% | F: -2% | G: 0% | H: 9% | I: 12 | J: 4% | K: 14%

> CC(=O)c1cccc(NC(=O)Cn2cc3c(n2)CCCC3)c1
  A: -2% | B: 2% | C: 11% | D: -1% | E: -4% | F: -3% | G: 4% | H: 2% | I: 2 | J: 1% | K: 17%

> CN1CC(=O)N(CC(=O)Nc2ccc(OCc3ccccc3)cc2)C1=O
  A: -1% | B: -1% | C: 0% | D: 13% | E: ? | F: / | G: -10% | H: 1% | I: / | J: -26% | K: 3%

> CCC(=O)N1CCc2cc(S(=O)(=O)N3CCN(c4cc(C)ccc4C)CC3)ccc21
  A: 1% | B: 3% | C: 1% | D: -1% | E: 0% | F: 3% | G: -2% | H: -2% | I: -1 | J: 6% | K: -3%

> O=C(NCCOC(=O)C1COc2ccccc2O1)c1cccnc1 (stereo not drawn)
  A: -7% | B: 1% | C: -3% | D: -7% | E: 2% | F: 8% | G: 5% | H: 0% | I: -6 | J: 5% | K: 11%

> Cc1nnc(NCCc2ccccc2)[nH]c1=O
  A: -4% | B: ? | C: -1% | D: -7% | E: -8% | F: 0% | G: -1% | H: 1% | I: -9 | J: -11% | K: 0%

> COc1ccc(N2CCN(CC(=O)Nc3nnc(-c4ccccc4)s3)CC2)cc1
  A: 1% | B: -1% | C: ? | D: 2% | E: 10% | F: -1% | G: 4%[46.1 µM] | H: -1% | I: 0 | J: 13% | K: -19%

> O=C1NC[C@H](Cc2ccc(O)cc2)N(CC2CCCCC2)C1=O
  A: -7% | B: -6% | C: 5% | D: -32% | E: -5% | F: -5% | G: -6% | H: 8% | I: 5 | J: 3% | K: -9%

> COc1ccc(S(=O)(=O)N2CCCCC2)cc1NC(=O)c1ccc2ccccc2n1
  A: 0% | B: 1% | C: 0% | D: 15% | E: -10% | F: 9% | G: 2%[46.1 µM] | H: / | I: -4 | J: -23% | K: 1%

> COc1cc(NC(=O)c2cccs2)ccc1NC(=O)Cc1ccccc1
  A: -2% | B: -1% | C: 0% | D: 1% | E: ? | F: 2% | G: 4% | H: -5% | I: 9 | J: 30% | K: -7%

> COc1ccccc1C1C2=C(CC(C)(C)CC2=O)N(CC(=O)O)C2=C1C(=O)CC(C)(C)C2
  A: -7% | B: -2% | C: 8% | D: -5% | E: -2% | F: 0% | G: 1% | H: i | I: 10 | J: 21% | K: 12%
